# Source: PubChem
# AMA1-RON2 inh: disrupts binding of P. falciparum AMA1 to RON2. AlphaScreen AMA1-biotinylated RON2 peptide binding. Potency, µM (doses to about 58.2 µM), inactives show at the highest dose activity change, negative = inhibition, usual class: inhibitors. 360,000 tested, 0.2% active. AID 720542;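 note: potency is the fitted concentration of half-maximal effect; 0% = vehicle wells and -100% = peptide control; nearly all actives have a fitted effect of over 45% in size; some results filed as inactive show a strong effect at the top dose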
#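 AMA1 (3D7) with his tag at 25 nM final met compounds first, then biotinylated RON2 peptide at 25 nM; detection used donor plus acceptor beads, 10 µg/mL apiece, read by AlphaScreen after 30 min at room temperature.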
# HCMV inh: human cytomegalovirus inhibition; HFF cells, HCMV-luciferase reporter, 72 h; active compounds read low; activity change, negative = inhibition, % at 57.5 µM; 410,000 tested, 4.5% active; in the data active = activity change below about -60%; inconclusive = no clear call, values can overlap the other calls; inactive = above about -39%
#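 Luciferase read-out from HCMV-luciferase-infected HFFs (MOI 1 PFU/cell) 72 h post infection at 37C; compounds added after 16 h cell attachment; activity normalized between buffer-only basal and Salinomycin (10uM) inhibitor controls.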
# Sm TGR inh: blocks Schistosoma mansoni thioredoxin glutathione reductase; Potency, µM (highest dose often 114 µM), for the others: at the top dose activity change, negative = inhibition, hits mostly inhibitors; purified TGR, DTNB reduction, TNB absorbance 405 nm; AID 485364; 360,000 tested, 3% active; Q962Y6; note: potency is the fitted concentration of half-maximal effect; nearly all actives have a fitted effect of over 60% in size
#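 TGR 20 nM + NADPH 100 uM (dispensed conc.), cpd preinc 15 min RT; start with NADPH (500 uM addition) then DTNB (15 mM addition). Kinetic TNB absorbance, 405 nm filter. Four-parameter Hill fit across titration.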
# Giardia FBPA inh: Giardia lamblia aldolase inhibition | A8B2U2 | purified Giardia FBPA | Potency, µM (highest dose often 59.6 µM), without a hit: at the top dose activity, negative = inhibition, hits mostly inhibitors | 290,000 tested, 0.71% active | AID 2451; note: potency is the fitted concentration of half-maximal effect; nearly all actives have a fitted effect of over 55% in size
# Target sequence (A8B2U2 whole entry, looked up): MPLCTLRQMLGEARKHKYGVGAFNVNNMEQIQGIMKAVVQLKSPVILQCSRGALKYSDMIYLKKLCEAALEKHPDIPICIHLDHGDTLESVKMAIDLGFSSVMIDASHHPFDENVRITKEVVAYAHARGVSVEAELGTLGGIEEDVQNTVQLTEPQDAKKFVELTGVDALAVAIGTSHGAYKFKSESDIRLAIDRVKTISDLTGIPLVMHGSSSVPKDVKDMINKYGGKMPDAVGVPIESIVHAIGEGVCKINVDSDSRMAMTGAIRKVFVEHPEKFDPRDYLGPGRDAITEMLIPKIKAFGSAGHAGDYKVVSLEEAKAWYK
#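 Giardia FBPA (40 nM reagent) was preincubated 10 min at RT with compound (up to 57.5 uM final), then substrate plus GAPDH/TPI/NAD/arsenate coupling system with diaphorase/resazurin was added; resorufin fluorescence (525/598 nm) was read after 20 min.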
# AmpC no deterg: blocks E. coli AmpC beta-lactamase in detergent-free assay; P00811; AmpC nitrocefin hydrolysis, absorbance 480 nm, 0.0001% Triton; Potency, µM (series often up to 57.1 µM), for inactives: at the highest dose activity change, negative = inhibition, actives largely listed as inhibitors; 330,000 tested, 0.52% active;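 note: potency is the fitted concentration of half-maximal effect; plate controls were no compound for no effect and no enzyme for full effect; nearly all actives have a fitted effect of over 20% in size; some results filed as inactive show a strong effect at the top dose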
# Target sequence (P00811 whole entry, looked up): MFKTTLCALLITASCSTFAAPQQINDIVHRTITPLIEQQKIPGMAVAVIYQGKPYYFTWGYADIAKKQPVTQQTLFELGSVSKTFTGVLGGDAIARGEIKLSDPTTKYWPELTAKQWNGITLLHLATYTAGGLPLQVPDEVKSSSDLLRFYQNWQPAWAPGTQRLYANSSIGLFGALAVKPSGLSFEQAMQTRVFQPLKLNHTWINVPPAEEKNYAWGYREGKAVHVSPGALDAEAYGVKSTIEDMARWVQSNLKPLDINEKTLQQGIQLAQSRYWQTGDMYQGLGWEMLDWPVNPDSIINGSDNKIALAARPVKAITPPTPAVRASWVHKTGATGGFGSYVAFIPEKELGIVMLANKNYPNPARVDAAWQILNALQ
#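 AmpC (5.3 nM in the dispensed reagent) in 20 mM phosphate pH 7.0 with 0.01% (detergent screen) or 0.0001% Triton X-100 was preincubated with compounds for 15 min at room temperature. Nitrocefin was then added from an 800 uM solution, and hydrolysis was followed at 480 nm.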
# AmpC detergent: inhibitors of E. coli AmpC beta-lactamase with detergent. P00811. AmpC hydrolysis of nitrocefin, absorbance 480 nm, 0.01% Triton. Potency, µM (doses to about 114 µM), for inactives: at the highest dose activity change, negative = inhibition, most hits filed as inhibitors. 370,000 tested, 0.041% active. AID 485294;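 note: potency is the fitted concentration of half-maximal effect; 0% = no-compound wells and -100% = no-enzyme wells; nearly all actives have a fitted effect of over 25% in size; some results filed as inactive show a strong effect at the top dose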
#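 AmpC (5.3 nM in the dispensed reagent) in 20 mM phosphate pH 7.0 with 0.01% (detergent screen) or 0.0001% Triton X-100 was preincubated with compounds for 15 min at room temperature. Nitrocefin was then added from an 800 uM solution, and hydrolysis was followed at 480 nm.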
# * marks the source's active call; other numbers are inactive results; ? = inconclusive; . = no result given; & = joins results of further samples; ! = not active in a repeat; [ ] = dose if it differs, or a comment. Unless noted, calls come from the whole dose curve; as a rule, active = well fitted curve in the direction sought with a large enough effect; inconclusive = small, poorly fitted or top-dose-only effect, or another doubt; inactive = no such curve, though single readings can be large; an effect the other way counts as inactive or inconclusive. Unless noted, % is set by controls: 0 for no effect and ±100 for the full control effect.
SMILES,AMA1-RON2 inh,HCMV inh,Sm TGR inh,Giardia FBPA inh,AmpC no deterg,AmpC detergent
Cc1ccc(OCC(=O)OC(C)CN(C)Cc2ccccc2)cc1 (stereo unspecified),23%,-13,1%,-15%,-3%,-11%
CCCC1CCC(c2ccc(/C(N)=N/O)cc2)CC1 (stereo unspecified),-6%,103,.,0%,-4%,6%
O=C(Cn1cnc2ccccc2c1=O)Nc1ccccc1N1CCOCC1,6%,-19,5%,0%,-15%,3%
COc1ccc(C(=O)NCCc2cnc[nH]2)cc1OC,30%[activator],-2,-8%,-6%,-15%,-6%
CN1C(=O)c2ccccc2C(C(=O)O)C1c1cn(C)c2ccccc12 (stereo unspecified),-10%,36,-3%,4%,-23%,5%
C=CCOC(=O)C1=C(C)Nc2nnnn2C1c1cc(OC)ccc1OC (stereo unspecified),-4%,-19,-2%,-23%,-1%,9%
Cc1ccc(CS(=O)(=O)CC(C)(O)c2ccc(Cl)cc2)cc1 (stereo unspecified),27%,.,6%,5%,-5%,5%
NCCCC[C@H](NC(=O)C1CCNCC1)c1nnc(CN)o1,.,.,-11%,1%,-8%,-3%
Nc1nc(Nc2cccc(F)c2)nc(NCCO)c1[N+](=O)[O-],-21%,7,-3%,0%,-23%,-5%
COc1ccc(NC(=O)Cn2ccn(-c3ccccc3)c(=O)c2=O)cc1,.,?,-3%,.,.,16%
Cc1noc(C)c1S(=O)(=O)Nc1ccc(C(=O)Nc2ccc(C(C)C)cc2)cc1,.,3,-1%,.,.,1%
O=C1COc2ccc(C(=O)COC(=O)Cc3ccccc3F)cc2N1,-1%,-26,-10%,-2%,-15%,2%
CCOC(=O)CC(=O)Nc1nnc(C(C)C)s1,15%,-22,1%,2%,19%,-5%
CC(=O)c1ccc(N2C(=O)NC3(CCCCC3)C2=O)cc1,9%,17,25%,7%,-19%,5%
COc1ccc(CNC(=O)c2cc3c(=O)[nH]c4ccccc4c3s2)cc1,.,-7,-3%,.,.,1%
CCn1ccnc1CN(C)C(=O)c1cc(COc2c(F)cccc2F)on1,31%[activator],-19,-2%,-3%,4%,-4%
Cc1cc(OCC(=O)Nc2ccc(S(=O)(=O)NC3=NCCCCC3)cc2)c(C(C)C)cc1Cl,3%,-18,-7%,-1%,16%,-1%
CCCCOc1ccc(N(CC(=O)NC2CCCC2)C(=O)CCC(=O)Nc2ccccn2)cc1,7%,13,-2%,0%,-48%,-1%
CCOC(=O)c1c(C=O)c(C)n(Cc2ccccc2Cl)c1C,-5%,-8,6%,11%,5%,0%
CN(C)c1oc(-c2ccccc2Cl)nc1C#N,-14%,-29,-2%,4%,-8%,0%
O=C(NC1CCCCCCC1)c1cccc(S(=O)(=O)N2CCOCC2)c1,-6%,-18,-6%,.,-8%,0%
CCOC(=O)Nc1cccc(OCC(=O)Nc2ccc(OC)cc2OC)c1,24%,-15,5%,-1%,-1%,-11%
COC(=O)CCC(=O)Nc1nnc(C(F)(F)F)s1,-1%,-26,5%,-22%,-2%,-2%
CCCCCCCC/C=C\CCCCCCCC(=O)NCCc1ccc(O)c(O)c1,-4%,-17,-17%,-15%&-24%&-2%,-54%,?
COc1ccccc1OC(C)C(=O)Nc1ccccc1C(=O)NCc1cccnc1 (stereo unspecified),-15%,-4,-9%,7%,13%,2%
CCCn1c(C(C)NC(=O)c2ccccc2)nc2ccccc21 (stereo unspecified),-6%,13,0%,-8%,-23%,0%
O=C(CCCCCN1C(=O)c2ccccc2C1=O)NCc1ccco1,-3%,25,2%[11.4 µM],3%,-8%,-7%
CCOC(=O)c1nnn(-c2nonc2N)c1CN(CC)c1ccccc1,-13%,-18,-20%,-8%,0%,?
Cc1cccc(C)c1OCC(=O)N(Cc1cccs1)C1CCS(=O)(=O)C1 (stereo unspecified),19%,-21,4%,5%,45%,2%
CCc1ccc2[nH]c(O)c(N=Nc3nc(-c4ccccc4)cs3)c2c1,13%,?,-12%,-4%,-51%,-11%

# 5 compounds from above, reduced to AmpC detergent:
molecule	AmpC detergent
Cc1cccc(C)c1OCC(=O)N(Cc1cccs1)C1CCS(=O)(=O)C1 (stereo unspecified)	2%
CCc1ccc2[nH]c(O)c(N=Nc3nc(-c4ccccc4)cs3)c2c1	-11%
Cc1ccc(OCC(=O)OC(C)CN(C)Cc2ccccc2)cc1 (stereo unspecified)	-11%
COC(=O)CCC(=O)Nc1nnc(C(F)(F)F)s1	-2%
Nc1nc(Nc2cccc(F)c2)nc(NCCO)c1[N+](=O)[O-]	-5%

# For convenience, two of the compounds above:
SMILES,AMA1-RON2 inh,HCMV inh,Sm TGR inh,Giardia FBPA inh,AmpC no deterg,AmpC detergent
Cc1cccc(C)c1OCC(=O)N(Cc1cccs1)C1CCS(=O)(=O)C1 (stereo unspecified),19%,-21,4%,5%,45%,2%
CCc1ccc2[nH]c(O)c(N=Nc3nc(-c4ccccc4)cs3)c2c1,13%,?,-12%,-4%,-51%,-11%

# (further entries)
SMILES,AMA1-RON2 inh,HCMV inh,Sm TGR inh,Giardia FBPA inh,AmpC no deterg,AmpC detergent
CC1=C(C(=O)N2CCOCC2)C(c2cccc(C)c2)NC(=S)N1 (stereo unspecified),2%,-27,-14%,-1%,-14%,0%
Cc1c(C(=O)Nc2ccc(F)c(Cl)c2)sc2nc3n(c(=O)c12)CCC3,.,50,4%,.,.,24%
CCOCCCN(CCC#N)S(=O)(=O)c1ccc(S(=O)(=O)N2CCCC2)cc1,5%,?,5%,4%,2%,5%
O=C(c1ccccc1[N+](=O)[O-])N1CCN(c2ccc(N3CCOCC3)nn2)CC1,20%,-5,-4%,.,-2%,0%
O=c1c2ccccc2c(/C=N/c2ncn[nH]2)c(O)n1Cc1ccccc1,45%&53%[activator],-82*!,8%,4%,-11%,-10%
CCn1c(SCCC(=O)O)nnc1-c1cccnc1,5%,-5,-5%,2%,-20%,-19%
O=C(CSc1ncn[nH]1)N/N=C/c1ccc(Br)cc1,10%,-25,1%,-3%,9%,1%
COc1ccc(C(C#N)Nc2ccc(C)cc2)cc1 (stereo unspecified),0%,6,-1%,4%,-20%,-13%
Cc1ccc(C(=O)CNc2ccc(C)cc2C)cc1,?,3,-8%,-3%,-43%,-19%
COc1ccc2c(c1)OC[C@H]1[C@H]2N2C(=O)c3cc(Br)ccc3NC(=O)[C@@]2(C)[C@H]1c1ccccc1,-6%,.,-1%,.,-44%,-5%
COc1cccc(-c2cc(C(=O)NCCc3ccc(OC)c(OC)c3)no2)c1,.,7,1%,.,.,19%
CCCCN(CCCC)CCNC(=O)c1cn(C)c2ccc(S(=O)(=O)N3CCCC3)cc2c1=O,8%,16&16,-3%&0%,.,1%,0%&5%
Fc1ccc(-n2cc(-c3ccccc3)c3c(NN4CCOCC4)ncnc32)cc1,-9%,?,-1%,7%,233%[activator],?
Cn1c(=O)oc2cc(S(=O)(=O)NC3CCCCCCC3)ccc21,5%,11,1%,9%,-1%,?
Cc1cccc(N(C)c2ccc3cc(S(=O)(=O)N4CCCC4)ccc3n2)c1,47%[activator],?,-1%&6%,.,13%,2%&9%
CC(C)C(c1nnnn1C1CCCC1)N1CCN(C(=O)c2ccco2)CC1 (stereo unspecified),1%,94,3%,2%,-13%,?
O=C(/C=C\Nc1cccc(F)c1)c1cccs1,-1%,70,-2%,6%,-18%,-9%
O=C(CSc1nnc(-c2cccs2)n1-c1ccccc1)NCC1CCCO1 (stereo unspecified),-25%,-12,-5%,5%,.,-7%
COC(=O)c1ccccc1NC(=O)C1CCN(C(=O)N2CC(C)Oc3ccccc32)CC1 (stereo unspecified),.,8,1%,.,.,26%
CCc1ccccc1NC(=O)NNC(=O)c1ccc2ccccc2c1O,62%[activator],33,-1%,4%,-1%,8%
Cc1ccc(-c2nc(C#N)c(N3CCC(C)CC3)o2)cc1,?,6,1%,5%,-12%,1%
Nc1cc(=O)nc(SCC(=O)N(C2CCCCC2)C2CCCCC2)n1-c1ccccc1,5%,-23,-9%,0%,146%[activator],-12%
CCCCN1C(=O)CC(Nc2ccc(CC)cc2)C1=O (stereo unspecified),6%,54,?,3%,-23%,0%
CCOCc1nnc(NC(=O)c2cc(OC)cc(OC)c2)s1,-5%,-23,7%,0%,-27%,?
Cc1nc(C)n(CC(O)COc2ccc3c(c2)CCC3)n1 (stereo unspecified),-1%,11,-1%,1%,-3%,-4%
Nc1cc(N)nc(SCc2cccnc2)n1,4%,-2,-7%,-1%,-13%,-6%
Cc1ccsc1/C=N/N=C1\C(=O)Nc2ccccc21,-13%,109,0%,1%,-15%,-9%
O=C(Nc1ccc2oc(=O)ccc2c1)c1cc2ccccc2o1,6%,65,4%,-2%,-18%,6%
COc1ccccc1CNC(=O)C(=O)NCC1OCCCN1S(=O)(=O)c1ccc(F)cc1C (stereo unspecified),9%,-13,0%,.,36%,-5%
COc1ccc(N2CSC3=C(C#N)C(c4cc(OC)c(OC)cc4OC)CC(=O)N3C2)c(OC)c1 (stereo unspecified),1%,12,6.3µM*,2µM*,4%,-13%

# By substructure, those above with fluorine.
SMILES,AMA1-RON2 inh,HCMV inh,Sm TGR inh,Giardia FBPA inh,AmpC no deterg,AmpC detergent
Nc1nc(Nc2cccc(F)c2)nc(NCCO)c1[N+](=O)[O-],-21%,7,-3%,0%,-23%,-5%
O=C1COc2ccc(C(=O)COC(=O)Cc3ccccc3F)cc2N1,-1%,-26,-10%,-2%,-15%,2%
CCn1ccnc1CN(C)C(=O)c1cc(COc2c(F)cccc2F)on1,31%[activator],-19,-2%,-3%,4%,-4%
COC(=O)CCC(=O)Nc1nnc(C(F)(F)F)s1,-1%,-26,5%,-22%,-2%,-2%
Cc1c(C(=O)Nc2ccc(F)c(Cl)c2)sc2nc3n(c(=O)c12)CCC3,.,50,4%,.,.,24%
Fc1ccc(-n2cc(-c3ccccc3)c3c(NN4CCOCC4)ncnc32)cc1,-9%,?,-1%,7%,233%[activator],?
O=C(/C=C\Nc1cccc(F)c1)c1cccs1,-1%,70,-2%,6%,-18%,-9%
COc1ccccc1CNC(=O)C(=O)NCC1OCCCN1S(=O)(=O)c1ccc(F)cc1C (stereo unspecified),9%,-13,0%,.,36%,-5%

# (continued)
SMILES,AMA1-RON2 inh,HCMV inh,Sm TGR inh,Giardia FBPA inh,AmpC no deterg,AmpC detergent
C[C@@H](NC(=O)c1nc[nH]c1C(=O)NCC(=O)OCc1ccccc1)c1ccccc1,155%[activator],?,-14%,-19%,-5%,-14%
O=C(NC1CCCC1)c1cc(-c2ccccc2)nc2ccccc12,-5%,3,0%,0%,-25%,1%
C=C1C(=O)O[C@@H]2C[C@@H](C)[C@@H]3C=CC(=O)[C@@]3(C)[C@@H](OC(C)=O)[C@H]12,2%,-99*,0%,0%,32%,1%
Cc1ccc(Nc2nc3ccccc3o2)cc1F,15%,16,0%,-13%,-29%,-8%
